# Source: PubChem BioAssay (several laboratories)
# proCasp3 act – activators of human procaspase-3. recombinant procaspase-3 D3A, Ac-DEVD-pNA absorbance 405 nm. activation, % at 8.5 µM. 330,000 compounds, 0.11% hits. P42574;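 active = activation above the mean of all tested compounds plus 3 SD, cut at about 21% in these data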;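 also: 0% = DMSO alone and 100% = DMSO wells spiked with extra 5 µM PC-3 D3A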
#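 System: Procaspase-3 D3A mutant. Medium: Zinc-free 300 mM NaCl, 50 mM HEPES, 0.01% Triton X-100. Schedule: 1 h preincubation plus 2 h reaction at 25 °C. Measured by: 405 nm absorbance of p-nitroaniline, reads at 0 and 120 min. Read-out: percent activation relative to control range.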
# RPL19A TOR yeast – modulators of TOR pathway RPL19A-GFP in S. cerevisiae | S. cerevisiae RPL19A-GFP strain, flow cytometry, 3 h; stronger effect = lower value | percent response vs DMSO, % at 10 µM | 330,000 compounds, 0.3% hits;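 active = percent response vs DMSO below 50%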;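 also: median channel GFP fluorescence of the barcoded RPL19A-GFP strain; ratio of sample median GFP to plate DMSO average so 100% = DMSO; lower means less RPL19A-GFP as with rapamycin TOR inhibition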
# ZTA DNA inh – blocks Epstein-Barr virus ZTA, an EBNA-1 counter-screen; P03206; ZTA-DNA binding, fluorescence polarization; inhibition, % at 11 µM; 320,000 compounds, 0.15% hits; in the data active = inhibition above about 33%
# MEP2 TOR yeast – alters MEP2-GFP fluorescence in TOR pathway yeast screen. S. cerevisiae MEP2-GFP strain, flow cytometry GFP, 3 h; 100% = DMSO control level. GFP response vs DMSO, % at 10 µM. 330,000 compounds, 0.51% hits;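 active = GFP response versus DMSO above a set limit, roughly screen mean plus 3 SD, cut at about 180% in these data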;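 also: median GFP fluorescence of the barcode-gated MEP2-GFP cells per well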
# EBNA-1 inhibitor – blocks EBNA-1 binding to DNA. 300,000 compounds, 0.34% hits. inhibition, % at 14.8 µM. EBNA-1 DNA binding, fluorescence polarization; in the data active = inhibition above about 28%
# AHR activator – human AHR activation; AID 2796; P35869; AHR-responsive luciferase reporter cells, luminescence; 320,000 compounds, 2.5% hits; activation, % at 5 µM; in the data active = activation above about 47%;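 also: 0% = vehicle wells and 100% = reference agonist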
# Target sequence (P35869 whole entry, looked up): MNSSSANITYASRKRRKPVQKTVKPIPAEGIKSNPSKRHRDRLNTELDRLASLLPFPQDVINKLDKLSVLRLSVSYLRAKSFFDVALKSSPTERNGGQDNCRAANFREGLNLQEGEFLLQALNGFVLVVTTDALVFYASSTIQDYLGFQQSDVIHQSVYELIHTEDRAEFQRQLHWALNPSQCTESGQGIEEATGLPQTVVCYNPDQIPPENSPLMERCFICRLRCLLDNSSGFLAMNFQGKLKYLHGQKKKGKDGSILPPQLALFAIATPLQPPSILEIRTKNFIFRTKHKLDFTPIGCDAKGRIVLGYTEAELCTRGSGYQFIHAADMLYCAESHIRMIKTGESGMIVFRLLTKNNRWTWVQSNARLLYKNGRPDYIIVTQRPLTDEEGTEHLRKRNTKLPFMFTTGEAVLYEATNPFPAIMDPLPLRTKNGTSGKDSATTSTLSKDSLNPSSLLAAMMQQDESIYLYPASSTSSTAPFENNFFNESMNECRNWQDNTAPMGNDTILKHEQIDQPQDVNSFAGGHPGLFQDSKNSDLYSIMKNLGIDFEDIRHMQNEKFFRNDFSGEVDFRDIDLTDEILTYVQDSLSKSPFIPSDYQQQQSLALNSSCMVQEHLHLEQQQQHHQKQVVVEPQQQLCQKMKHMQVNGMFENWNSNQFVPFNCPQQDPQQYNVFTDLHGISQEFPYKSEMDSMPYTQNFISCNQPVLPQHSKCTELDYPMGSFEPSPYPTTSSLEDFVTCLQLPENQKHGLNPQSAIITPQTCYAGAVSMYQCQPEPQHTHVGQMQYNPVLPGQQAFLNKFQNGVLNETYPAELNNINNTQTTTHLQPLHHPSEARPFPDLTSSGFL
# proCasp7 act – counter-screen: procaspase-7 (human) activation; activation, % at 8.5 µM; AID 463210; 330,000 compounds, 0.093% hits; recombinant procaspase-7, Ac-DEVD-pNA absorbance 405 nm; D23A/D198A/D206A triple mutant, cannot self-cleave; scale: DMSO 0, 5 µM enzyme 100;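 active = percent activation above the screen-wide mean plus 3 SD, cut at about 25% in these data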
#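 Assay system: Uncleavable procaspase-7 mutant enzyme | Input: 2 µM procaspase-7 mutant as dispensed | Timing: 1 h compound preincubation, 2 h substrate cleavage, 25 °C | Repeats: One well per compound | Control set: DMSO wells as 0%, DMSO with 5 µM added PC-7 as 100% | Technique: Epi-absorbance of released pNA at 405 nm, two timepoints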
# LAP4-GFP MLPCN – yeast TOR pathway LAP4-GFP modulation; AID 2023; S. cerevisiae LAP4-GFP multiplex, flow cytometry GFP, 3 h; median GFP as percent of DMSO wells; 320,000 compounds, 0.34% hits; GFP response vs DMSO, % at 10 µM;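 active = GFP response vs DMSO above a set limit, about the screen mean plus 3 SD, cut at about 150% in these data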
# Active calls of the source: *; x = not tested or not shown.
SMILES,proCasp3 act,RPL19A TOR yeast,ZTA DNA inh,MEP2 TOR yeast,EBNA-1 inhibitor,AHR activator,proCasp7 act,LAP4-GFP MLPCN
CC(C)N1CCc2c(sc(NC(=O)CCS(=O)(=O)c3ccccc3)c2C(N)=O)C1,3,99,-7,102,-2,2,4,102
Cc1ccc(/C(O)=C2\C(=O)C(=O)N(c3cc(C)on3)C2c2cccc(Cl)c2)cc1 (stereo unspecified),-3,94,6,98,-16,0,2,103
Cc1ccccc1Nc1nccc(N(C)C)c1C#N,8,92,0,94,-6,0,8,98
N/C(=N\c1nc2c(c(=O)[nH]1)CCC2)Nc1cccc2ccccc12,3,x,-23,105,-5,5,-6,107
CCN(CC(=O)Nc1c(F)cccc1F)C(=O)c1ccc(-n2cncn2)c([N+](=O)[O-])c1,6,98,8,94,-11,-2,6,104
Cn1c(=O)[nH]c(=O)c2c1nc(N1CCOCC1)n2CC(O)COc1ccccc1 (stereo unspecified),9,92,4,93,8,-1,4,96
CC(=O)Nc1ccc(CC#N)cc1,10,94,-13,91,-6,-5,6,104
CC(C)(C)n1[nH]c2c3c(ccc2c1=O)C(=O)c1ccccc1C3=O,-2,99,0,100,0,50*,-9,110
Cc1cc(C)c(NN=c2c(=O)c3ccccc3c2=O)c(C)c1,-4,105,-12,111,-18,10,-2,108
CN1CCC(NC(=O)Nc2ccc(Br)cc2)CC1,-2,96,-4,97,2,1,-9,111
O=c1c(Cc2ccc(Cl)cc2)c(O)ccn1Cc1cccc(Cl)c1,-4,100,0,102,-2,1,7,106
CC(C)C1N=C(c2ccc3c(c2)OCO3)CC(c2ccccc2O)N1 (stereo unspecified),-6,92,-29,93,-10,59*,9,101
CSc1ncc(CO)n1Cc1ccccc1,8,103,-18,107,-5,-3,6,95
Cc1ccc(CN2C(=O)CCC2C(=O)NCC2CCCO2)cc1 (stereo unspecified),-9,102,7,105,7,0,9,105
CCn1c(C(O)c2cc(OC)c(OC)c(OC)c2)nc2ccccc21 (stereo unspecified),5,98,3,102,0,-1,9,101

# Profiles from above.
# Cc1ccc(/C(O)=C2\C(=O)C(=O)N(c3cc(C)on3)C2c2cccc(Cl)c2)cc1 (stereo unspecified) reads proCasp3 act = -3; RPL19A TOR yeast = 94; ZTA DNA inh = 6; MEP2 TOR yeast = 98; EBNA-1 inhibitor = -16; AHR activator = 0; proCasp7 act = 2; LAP4-GFP MLPCN = 103
# CC(=O)Nc1ccc(CC#N)cc1 reads proCasp3 act = 10; RPL19A TOR yeast = 94; ZTA DNA inh = -13; MEP2 TOR yeast = 91; EBNA-1 inhibitor = -6; AHR activator = -5; proCasp7 act = 6; LAP4-GFP MLPCN = 104

# Back to the main list, starting two compounds before the break.
SMILES,proCasp3 act,RPL19A TOR yeast,ZTA DNA inh,MEP2 TOR yeast,EBNA-1 inhibitor,AHR activator,proCasp7 act,LAP4-GFP MLPCN
Cc1ccc(CN2C(=O)CCC2C(=O)NCC2CCCO2)cc1 (stereo unspecified),-9,102,7,105,7,0,9,105
CCn1c(C(O)c2cc(OC)c(OC)c(OC)c2)nc2ccccc21 (stereo unspecified),5,98,3,102,0,-1,9,101
N#C/C(=C/c1cccnc1)c1ccccc1,-6,104,-6,101,-19,-9,-6,88
CCOC(=O)C1CCCN(S(=O)(=O)c2cc(Br)cc3c2N(C(C)=O)CC3)C1 (stereo unspecified),7,102,-3,108,-6,1,-9,105
O=C(NCCCn1ccnc1)C(Cc1ccc([N+](=O)[O-])cc1)N1C(=O)c2ccccc2C1=O (stereo unspecified),0,97,4,99,6,0,0,102
Cc1[nH]c2ccccc2c1CCN(Cc1cccnc1)C(=S)NC(C)(C)C,4,104,-3,109,-5,4,-5,94
CCCOc1ccc(Br)cc1/C=N/NC(=O)c1cc(OC)c(OC)c(OC)c1,12,x,3,x,21,8,0,x
C/C(Cl)=C/Cn1c(=O)c2c(nc(Br)n2Cc2ccccc2)n(C)c1=O,0,93,-7,88,2,5,6,80
Cc1cc(C(F)(F)F)nn1-c1nc(-c2ccco2)cc(C(F)(F)F)n1,4,94,-3,94,-2,5,2,91
CCOc1ccc(CN2CCN(Cc3ccc(C)o3)CC2CCO)cc1 (stereo unspecified),4,102,-5,100,-2,-2,7,106
CCCN(CCC)CCCNC(=O)c1cn(CC)c2ccc(S(=O)(=O)N3CCOCC3)cc2c1=O,-6,97,6,95,-11,1,-5,88
CC(NCc1ccccc1)C1COc2ccccc2O1 (stereo unspecified),8,90,14,98,7,17,3,84
CCCCNC(=O)CSc1nc(O)cc(=O)n1C1CCCC1,13,99,13,120,1,0,0,110
COc1ccc(-c2nc(-c3ccc(Br)o3)no2)cc1OC,-3,101,-11,95,10,-3,-10,99
CCOc1ccc(N2C(=O)CC(SC(=NC)Nc3cccc(OC)c3)C2=O)cc1 (stereo unspecified),5,107,4,94,-5,1,0,103
O=C(O)CCn1cc(/C=C/C(=O)c2ccc(Cl)cc2)c(-c2ccc(Br)cc2)n1,-10,102,45*,116,11,0,-4,127
Nc1nonc1C(=O)NCCNc1ncccc1[N+](=O)[O-],7,97,10,98,9,-3,-3,103
Cc1cccc(NC(=O)c2cnc3scc(C)n3c2=O)c1,-5,97,5,91,-7,79*,-8,98
Cc1ccc(OCC(=O)Nc2ccc(N3CCN(C(=O)c4ccco4)CC3)cc2)cc1C,6,97,3,99,-10,-2,9,108
Cc1cc(N2CCOCC2)c2c(N)cc(C)c(C)c2n1,5,90,0,94,2,3,11,92
Cc1cc(N2CCN(C)CC2)nc2ccc(NC(=S)NCc3cccs3)cc12,0,102,-13,99,8,10,-13,104
Cc1cc(SCC(=O)c2ccccc2)nc(C)n1,6,95,9,95,1,8,1,98
Cc1oc(C)c(C(=O)Nc2ccc(CC(=O)O)cc2)c1C(=O)Nc1ccc(CC(=O)O)cc1,-8,99,4,104,4,0,11,x
CCCSc1nc2c(cnn2-c2ccccc2)c(=O)[nH]1,1,97,-6,102,3,44,5,98
Cc1nc2c(C)cccn2c1/C(O)=C1\C(=O)C(=O)N(CCN2CCOCC2)C1c1cccs1 (stereo unspecified),-7,98,-1,97,5,1,-27,94
CC(C)C[C@H](NC(=O)N1CC(=O)Nc2ccccc21)C(=O)N[C@H](Cc1c[nH]c2ccccc12)C(=O)O,2,95,-6,100,0,16,-2,96
COc1cccc(N2CC(C)Cn3c2nc2c3c(=O)n(CCN3CCOCC3)c(=O)n2C)c1 (stereo unspecified),1,96,2,99,-6,1,-4,96
Cc1cc(C)n(C(=O)CCN2C(=O)c3ccccc3C2=O)n1,3,95,-6,99,8,1,6,99
CC(Sc1nnc(-c2cc3ccccc3o2)n1-c1ccccc1)C(=O)O (stereo unspecified),6,103,-8,105,-10,20,-2,110
CCCc1nc(SCC(=O)NCc2ccco2)c2c(=O)n(C)c(=O)n(C)c2n1,-6,99,7,92,-7,3,1,84
Oc1ccc(/C=N/n2c(C3CCCCC3)n[nH]c2=S)c(O)c1,1,108,-18,107,-6,-2,0,93
CCONC(=NC)c1nonc1N,5,106,7,105,-16,-1,9,93

# Among those listed so far, these have a Cl atom:
SMILES,proCasp3 act,RPL19A TOR yeast,ZTA DNA inh,MEP2 TOR yeast,EBNA-1 inhibitor,AHR activator,proCasp7 act,LAP4-GFP MLPCN
Cc1ccc(/C(O)=C2\C(=O)C(=O)N(c3cc(C)on3)C2c2cccc(Cl)c2)cc1 (stereo unspecified),-3,94,6,98,-16,0,2,103
O=c1c(Cc2ccc(Cl)cc2)c(O)ccn1Cc1cccc(Cl)c1,-4,100,0,102,-2,1,7,106
C/C(Cl)=C/Cn1c(=O)c2c(nc(Br)n2Cc2ccccc2)n(C)c1=O,0,93,-7,88,2,5,6,80
O=C(O)CCn1cc(/C=C/C(=O)c2ccc(Cl)cc2)c(-c2ccc(Br)cc2)n1,-10,102,45*,116,11,0,-4,127

# New compounds follow.
SMILES,proCasp3 act,RPL19A TOR yeast,ZTA DNA inh,MEP2 TOR yeast,EBNA-1 inhibitor,AHR activator,proCasp7 act,LAP4-GFP MLPCN
CC(C)[C@H](NC(=O)c1ccccc1)C(=O)OCC(=O)Nc1ccc(S(=O)(=O)N2CCOCC2)cc1,-9,95,x,105,x,0,3,104
CC(C)OC(=O)NS(=O)(=O)c1cccc([N+](=O)[O-])c1,-6,101,-4,98,12,-3,12,91
COc1cc(O)cc(O)c1C(=O)/C=C/c1ccccc1,5,96,12,104,3,-1,4,120
CCOc1ccc(NC(=S)N2CCc3cc(OC)c(OC)cc3C2COc2ccc3c(C)cc(=O)oc3c2)cc1 (stereo unspecified),11,105,-8,125,0,2,8,112
Cc1cc(C(=O)Nc2c[nH]c(=O)[nH]c2=O)ccc1[N+](=O)[O-],2,105,-7,122,2,0,-2,96
Cc1c(-n2cc(C(=O)c3cc(Cl)ccc3O)cc(C#N)c2=O)c(=O)n(-c2ccccc2)n1C,0,99,-6,108,3,3,-1,105
O=c1cc(NCc2ccc3c(c2)OCO3)[nH]c(=O)n1-c1ccc(Cl)cc1,9,107,8,114,3,2,7,104
Cc1ccc(NC(=O)CC(NCCN2CCOCC2)C(=O)O)cc1Cl (stereo unspecified),-1,99,-1,98,-3,-1,-12,81
O=C(COc1ccccc1)NCC1COc2ccccc2O1 (stereo unspecified),4,97,2,117,5,3,11,98
Cc1ccc(-c2nn(-c3ccccc3)cc2C(=O)Nc2cccc(S(=O)(=O)N3CCOCC3)c2)cc1,3,98,0,102,4,9,-1,103
Cc1cc(C)c(C(=O)/C=C/C=C/c2ccccc2)c(=O)[nH]1,-5,101,13,99,-2,13,3,96
Cn1cc(CCC(=O)NCCCc2ccccc2)c2ccccc21,4,104,1,117,7,6,-3,110
COc1ccccc1CC(=O)Nc1sc2c(c1C(N)=O)CCCC2,3,103,4,103,8,18,5,99
CCOc1cc(/C=N\NC(=O)Cn2nnc3ccccc32)ccc1O,-5,93,-10,101,9,-1,7,74
COc1ccc(/C=N/NC(=O)CNS(=O)(=O)c2ccccc2)cc1,-2,102,-19,110,x,4,-4,98
O=C1OCC2=C1C(c1ccc(Cl)cc1)CC(=O)N2c1ccc(F)cc1 (stereo unspecified),-2,109,11,104,-12,-5,-2,100
CN(C)S(=O)(=O)c1ccc(N2CCCC2)c(C(=O)NCC2CCCO2)c1 (stereo unspecified),-3,104,-5,102,-4,0,-3,104
COC(=O)c1ccc(C2c3c(oc4ccc(F)cc4c3=O)C(=O)N2CCO)cc1 (stereo unspecified),-21,102,0,89,1,2,-16,83
